Source: PubChem BioAssay
Cneo AK release: Cryptococcus neoformans cell lysis inducers, primary screen, AK release luminescence, single concentration | 0.2% of 360,000 active | C. neoformans lysis, adenylate kinase release luminescence, 4 h; normalised: neutral wells 0, clomiphene wells 100 | AID 651654, 2012 | lysis activity, % at 15 µM;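 active means mean lysis activity across replicates of at least 80%, whatever share of replicates individually reach that level; inactive means mean lysis activity below 80%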
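Material: C. neoformans cells | Amount: Yeast cell density of 5 × 10^6 cells/mL | Medium: Fresh YPD growth medium | Dosing: Single dose | Times: Static 4 h at 37 °C with compound, 1 h detection | Detection: AK luminescence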
CFTR F508del cor: F508del CFTR correction, initial screen, CFBE line, single point | CFBE cells, YFP halide quenching; stimulated with forskolin plus potentiator P3; % fluorescence drop versus neutral controls | activity (quench increase), % at 7.58 µM | 0.36% of 350,000 active | AID 720511, 2013;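 active means mean added fluorescence quench of at least 8% versus neutral control, with both replicates also reaching 8%; inconclusive means only one of the mean or replicate conditions met; inactive means mean below 8% and not both replicates reaching 8%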;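 further: cells transiently co-express mutant CFTR-F508del with the halide-sensitive YFP; corrector assay measuring rescue of mutant channel to the surface after 24 h compound exposure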
Statin myotox sup: suppressors of statin myotoxicity in C2C12 myotubes, primary screen, cell-based, single point, plate reader; C2C12 myotubes + simvastatin, ATP luminescence, 48 h; scaled: DMSO 0, geranylgeraniol control 100; rescue of ATP level, % at 7.49 µM; 0.78% of 330,000 active;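 active means mean ATP rescue above about 67%, or every replicate alone reaching that limit, limit read from the data, passing the limit was not always enough; inconclusive means no clear call, values can overlap the other calls; inactive means mean under the limit and some replicate under it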;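 further: myotubes were challenged with 10 µM simvastatin during compound exposure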
PglD DTNB: C. jejuni PglD acetyltransferase inhibitors, primary screen, biochemical, DTNB colorimetric, single point. inhibition, % at 12.5 µM. 0.098% of 360,000 active. purified PglD enzyme, DTNB colorimetric CoA detection; in the data active means inhibition above about 16%, passing the limit was not always enough; inconclusive means no clear call, values can overlap the other calls; further: strong numbers were not always called active
FN deposition inh: inhibitors of fibronectin matrix deposition, primary screen, AH1F cells, Alexa488-fibronectin fluorescence, plate reader. AH1F fibroblasts, overnight. inhibition, % at 12.6 µM. 0.086% of 350,000 active. AID 743247, 2014;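 active means mean inhibition across replicates of 30% or more, regardless of how many single replicates reach that level; inconclusive means mean under 30% yet at least half of replicates reach 30%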;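 further: positive control wells lacked labelled fibronectin entirely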
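material = AH1F fibroblast monolayer depositing Alexa488-labelled fibronectin into matrix | amount = 10000 AH1F cells/well | buffer or medium = DMEM plus 2% serum, read in PBS | incubation = 1 h cell adhesion before compound, then overnight fibronectin incubation | detection = fluorescence at 485 nm excitation, 525 nm emission | evaluation = percent inhibition as loss of matrix-bound fibronectin fluorescence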
GSIS activator: GLuc luminescence reporter in INS-1E cells, primary screen for activators of glucose-dependent secretion of insulin. INS-1E GLuc reporter insulin secretion, 2-3 h. activation, % at 16.6 µM. 0.61% of 370,000 active;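 active means lowest replicate activation of at least 40%, so every replicate reaches that level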;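 further: 0% = median of neutral control wells and 100% = median of IBMX positive control wells; some compounds called inactive have numbers as strong as hits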
PGC1a acetyl inh: inhibitors of PGC1a acetylation signal, primary screen, cell-based, U2OS, AlphaScreen, inhibitor mode | 0.17% of 350,000 active | AID 651687, 2012 | inhibition, % at 15.6 µM | AlphaScreen anti-acetyl-lysine; with virally co-expressed GCN5 acetyltransferase;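 active means every replicate shows inhibition of at least 40%; inconclusive means mean inhibition at least 40% but some replicate below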;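 further: 0% = neutral control wells and 100% = positive control wells; some results beyond the cut were filed as inactive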
miR-122 sensor: miR-122 Renilla sensor signal increase in Huh7, primary screen, miR-122 inhibitor project, cell-based, single point, plate reader; activation (reporter increase), % at 12.5 µM; 0.3% of 340,000 active; Huh7 miR-122 Renilla luciferase sensor, 48 h; neutral wells = 0, positive control = 100;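 active means mean replicate activation score at least 90 and every replicate individually at or above 90; inconclusive means only one of the two criteria met; inactive means neither criterion met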;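 further: higher luciferase means less miR-122 activity so hits act as miR-122 inhibitors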
* hit, by the source's call; u = inconclusive; x = not tested or not shown; [ ] = another dose, or the depositor's remark. Compounds as they come, and some 2.1% of all compounds hit somewhere here.

mol	GSIS activator	miR-122 sensor	PglD DTNB	FN deposition inh	PGC1a acetyl inh	Statin myotox sup	CFTR F508del cor	Cneo AK release
O=C(Cn1cccn1)N1CCCC(N2CCN(c3cccc(C(F)(F)F)c3)CC2)C1 (stereo not given)	-8	x	4	-9	0	-4	-7.2	2
O=C(Cc1ccccc1)N1CCCC(c2nc(-c3cccs3)no2)C1 (stereo not given)	9	3	x	x	7	3	x	x
CC(=O)Nc1ccc(-c2ccnc3c2CC(C(=O)NCC2CC2)O3)cc1 (stereo not given)	-6	-3	-14	10	2	-20	0.7	-1
CC(C)C[C@@H](CNCC(=O)[C@H](Cc1c[nH]c2ccccc12)NC(=O)c1[nH]cnc1C(=O)N[C@H](CN)CC(C)C)NC(=O)c1nc[nH]c1C(=O)N[C@@H](CC(=O)O)C(=O)O	1	1	-2	-11	x	6	0.8	-4
CCCCN(C(C)=O)c1ccc2c(c1)C1CC2CCN1Cc1ccccc1 (stereo not given)	13	-2	-9	x	-4	-13	0.2	-4
O=C(Nc1ccc([N+](=O)[O-])cc1)c1ccccc1	7	-4	4	2	-16	-3	-1.6	-9
Cc1ccc(S(=O)(=O)NC2=NCCCCC2)cc1	6	-15	-1	-2	u	x	1.0	0
CSc1nc2cc(F)c(F)cc2n1C	27	x	1	2	6	0	x	1
CC(=O)c1ccc(N2CCN(CC(=O)Nc3ccc4c(c3)OCCO4)CC2)cc1	-1	1	-7	7	-1	x	-1.4	-1
CC(=O)c1ccc(NC(=O)C(Cc2ccccc2)NC(=O)c2ccco2)cc1 (stereo not given)	x	0	-1	3	-7	14	x	0
C[C@@H](NC(=O)C[C@H]1C[C@@H]2c3cc(NC(=O)CN(C)C)ccc3O[C@@H]2[C@H](CO)O1)c1ccccc1	4	-1[16.7 µM]	-2	-17	-13	3	-0.1	55
CCN(c1cccc(C)c1)S(=O)(=O)c1ccc(-c2coc(C)n2)cc1	-6	4	-4	-10	x	-13	0.8	-1
NS(=O)(=O)c1ccc(CCNS(=O)(=O)c2ccc3c(c2)NC(=O)CO3)cc1	1	10	x	-3	6	-4	2.8	x
CCOC(=O)c1ccccc1NC(=O)COC(=O)C1CCN(S(=O)(=O)c2ccccc2C(=O)OC)CC1	14	14	5	2	x	-5	1.9	-3
C[C@H](CO)N1C[C@H](C)[C@@H](CN(C)CC2CCCCC2)Oc2c(NC(=O)CCC(F)(F)F)cccc2C1=O	52	21	-5	0	x	0	-1.9	8
CC(C)CC#Cc1ccc2c(c1)O[C@@H](CN(C)CC1CCOCC1)[C@H](C)CN([C@H](C)CO)S2(=O)=O	-1	8[16.7 µM]	-2	x	4	-91	2.3	6
O=C(Nc1ccc(F)cc1)c1ccc(S(=O)(=O)N2CCCC2)cc1	4	-1	4	8	-2	-138	2.4	0
CC(=O)c1ccc(Sc2ccccn2)c([N+](=O)[O-])c1	x	-1	4	-11	-2	0	-0.9	2
Cc1ccc(S(=O)(=O)N2CC(O)CC2C(=O)O)cc1 (stereo not given)	-4	x	-6	-1	x	23	x	-1
CC1CCC2(CC1)NC(=O)N(CC(=O)Nc1cccc(S(=O)(=O)N(C)c3ccccc3)c1)C2=O (stereo not given)	x	0	0	-24	2	8	x	-1
CCC1(C)Cc2ccccc2-c2[nH][nH]c(=O)c21 (stereo not given)	-13	7	x	1	7	x	6.2	x
N#C/C(=C\c1ccccc1)c1n[nH]c(Cn2cncn2)n1	x	3	-6	x	2	-1	x	9
CC(=O)c1ccc(S(=O)(=O)N2CCN(CC(=O)Nc3ccnn3C3CCCC3)CC2)cc1	14	-5	-1	-9	7	0	0.3	-1
Cc1ccc(Oc2ccc(OCC(=O)Nc3ccncc3)cc2)cc1	-20	-8	-1	-1	x	-10	0.7	3
CC(NC(=O)Nc1ccccc1Cl)c1ccc2c(c1)OCO2 (stereo not given)	2	-4	-6	-1	-13	x	1.9	-2

In the list so far, these contain a COOH group.
mol	GSIS activator	miR-122 sensor	PglD DTNB	FN deposition inh	PGC1a acetyl inh	Statin myotox sup	CFTR F508del cor	Cneo AK release
CC(C)C[C@@H](CNCC(=O)[C@H](Cc1c[nH]c2ccccc12)NC(=O)c1[nH]cnc1C(=O)N[C@H](CN)CC(C)C)NC(=O)c1nc[nH]c1C(=O)N[C@@H](CC(=O)O)C(=O)O	1	1	-2	-11	x	6	0.8	-4
Cc1ccc(S(=O)(=O)N2CC(O)CC2C(=O)O)cc1 (stereo not given)	-4	x	-6	-1	x	23	x	-1

Following part.
mol	GSIS activator	miR-122 sensor	PglD DTNB	FN deposition inh	PGC1a acetyl inh	Statin myotox sup	CFTR F508del cor	Cneo AK release
O=C(CSc1nnc(C2CC2)n1Cc1ccco1)NCC(F)(F)F	15	x	-4	6	8	-4	-0.2	2
O=C(O)c1ccc(CSc2nnc(Cc3ccccc3)o2)cc1	8	1	0	x	4	-33	x	-5
CC(C)N(C(=O)COC(=O)c1ccc(O)cc1)C(C)C	x	0	5	x	1	5	x	-2
COc1ccc(NC(=O)Nc2ccc3c(c2)C(=O)N([C@H](C)CO)C[C@H](C)[C@@H](CN(C)S(=O)(=O)c2cn(C)cn2)OCCCC[C@@H](C)O3)cc1	9	0[16.7 µM]	-5	x	0	x	0.0	-2
Cc1ccc(S(=O)(=O)Nc2ccc3c(c2)C(=O)N([C@@H](C)CO)C[C@@H](C)[C@H](CN(C)C(=O)C2CCCCC2)OCCCC[C@H](C)O3)cc1	-16	-4[16.7 µM]	2	-8	-3	x	-0.4	-3
COC(=O)c1sccc1NC(=O)c1ccnn1C	19	x	0	-1	x	-1	-4.9	1
COc1ccc([Si](C)(C)[C@@H]2[C@@H](CCn3cc([C@H](O)c4ccccc4)nn3)O[C@]3(C(=O)N(Cc4ccc(N5CCC5=O)cc4)c4ccccc43)[C@H]2C)cc1	x	x	5	x	-6	x	6.9	0
N#CCCN(C(=O)COC(=O)c1cc(=O)[nH]c2ccccc12)c1ccccc1	14	1	-4	-1	3	5	x	1
Cc1cc(C)c(NC(=O)C2CCN(C(=O)c3ccco3)CC2)c(C)c1	-5	-1	-3	-3	x	11	-2.5	-6
O=C(CSc1nn(-c2ccc(Cl)cc2)c(=S)s1)N1CCN(C(=O)c2ccco2)CC1	x	1	1	x	-3	3	x	5
CCN(CC)S(=O)(=O)c1ccc(-n2cnnn2)c(C)c1	x	4	4	x	9	6	x	1
O=C(c1c[nH]c2ccccc12)C(O)C(c1ccccc1)N1CCOCC1 (stereo not given)	x	32	-4	x	-6	22	x	-3
Cc1ccc(C(=O)N2CCCCC2)cc1NC1=C(Cl)C(=O)N(Cc2ccccc2)C1=O	-49	x	0	2	x	-6	0.0	1
COc1ccc(C(=O)CSc2n[nH]c(-c3ccncc3)n2)cc1[N+](=O)[O-]	9	1	2	5	0	-4	x	4
Cc1ccc(S(=O)(=O)Nc2cc(Cl)c(O)c3ncccc23)cc1	-24	11	-2	x	x	-9	5.1	-5
CN(C)S(=O)(=O)c1ccccc1C#N	16	-7	3	x	-11	-9	-2.1	3
CC(=O)CCS(=O)(=O)c1ccc(NC(C)=O)cc1	x	-7	2	x	-13	45	x	-1
COc1ccc([C@H]2C[C@H](n3cc(-c4ccc(F)cc4)nn3)[C@@H](O)CN2Cc2cccs2)cc1	-14	-1	1	2	6	0	-0.8	0
O=C(OCc1ccccc1)C1CCCN1C(=O)c1ccccc1[N+](=O)[O-] (stereo not given)	-14	-1	x	-7	3	2	x	x
CCCNC(=O)c1cc(C2CCCCN2S(=O)(=O)c2ccc(OC)cc2)on1 (stereo not given)	-4	-5	-2	-4	-14	16	2.2	4
Cc1ccc(S(=O)(=O)N2CCC(C(=O)N3CCC3)CC2)cc1	4	-1	-4	x	x	2	-3.2	4
COc1ccc(-c2noc(CN3C(=O)c4ccccc4C3=O)n2)cc1	x	-1	-3	x	-5	5	x	0
CCC(=O)N1CC[C@H]2[C@H](CO)Nc3ccc(C#Cc4ccccc4F)cc3[C@H]21	8	x	x	-1	4	x	2.7	x
CCOC(=O)N1CCN(C(=O)C2CCN(C(=O)c3ccccc3C)CC2)CC1	106*	11	8	x	-25	-104	-11	-3
O=C(COC(=O)c1ccc(Br)o1)NC1CCCc2ccccc21 (stereo not given)	-1	-4	-4	4	x	1	0.8	3
COc1ccc(C(=O)NCC(c2ccco2)N2CCCCC2)cc1S(=O)(=O)Nc1ccc(C)cc1 (stereo not given)	-27	11	2	-2	-12	-22	-5.0	0
O=C1NC(=S)N/C1=C/c1cccc([N+](=O)[O-])c1O	-3	2	-1	1	-11	-4	x	0
CCc1nc(CN(C)C(=O)C2CCC(=O)N(Cc3cccc(F)c3)C2)no1 (stereo not given)	6	6	3	0	-5	10	-5.0	-1
COc1ccccc1-c1csc(Cc2nnc3n2CCCCC3)n1	-3	3	1	x	-3	11	x	-1
CCC(=O)N1[C@@H]2Cn3c(ccc(-c4ccccc4F)c3=O)[C@H]1[C@@H](C(=O)NC1CCCC1)[C@@H]2CO	10	-4[16.7 µM]	-1	-3	x	-8	-3.3	1
Cc1nc2cc(-c3ccccc3)nn2c(C)c1CCC(=O)N1CCN(c2ccccc2)CC1	9	-10	1	1	7	-2	0.5	1
CCN(CC)CCNC(=O)C(=O)Nc1cc2c3c(c1)CCN3C(=O)CC2	0	2	-1	9	-2	6	1.3	-2
O=C(COc1ccc(Cl)cc1Cl)NNC(=O)c1cccnc1	1	-1	2	-1	10	2	-0.1	-3
CCOc1ccccc1NC(=S)NNS(=O)(=O)c1c(C)cc(C)cc1C	26	-23	x	1	x	3	x	x
